RXFP1 antag: qHTS Assay for Antagonists of the Relaxin Receptor RXFP1; 0.59% of 350,000 active; activity change, negative = inhibition, % at 57.5 µM; AID 1259400, 2018; HEK293-RXFP1, relaxin-stimulated cAMP HTRF, 30 min; active compounds read low;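 active means activity change of -60% or lower, but not beyond a set lower limit; inconclusive means change between -60% and -40%, or beyond the set limit; inactive means change above -40%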
Target sequence (Q9HBX9 whole entry, looked up): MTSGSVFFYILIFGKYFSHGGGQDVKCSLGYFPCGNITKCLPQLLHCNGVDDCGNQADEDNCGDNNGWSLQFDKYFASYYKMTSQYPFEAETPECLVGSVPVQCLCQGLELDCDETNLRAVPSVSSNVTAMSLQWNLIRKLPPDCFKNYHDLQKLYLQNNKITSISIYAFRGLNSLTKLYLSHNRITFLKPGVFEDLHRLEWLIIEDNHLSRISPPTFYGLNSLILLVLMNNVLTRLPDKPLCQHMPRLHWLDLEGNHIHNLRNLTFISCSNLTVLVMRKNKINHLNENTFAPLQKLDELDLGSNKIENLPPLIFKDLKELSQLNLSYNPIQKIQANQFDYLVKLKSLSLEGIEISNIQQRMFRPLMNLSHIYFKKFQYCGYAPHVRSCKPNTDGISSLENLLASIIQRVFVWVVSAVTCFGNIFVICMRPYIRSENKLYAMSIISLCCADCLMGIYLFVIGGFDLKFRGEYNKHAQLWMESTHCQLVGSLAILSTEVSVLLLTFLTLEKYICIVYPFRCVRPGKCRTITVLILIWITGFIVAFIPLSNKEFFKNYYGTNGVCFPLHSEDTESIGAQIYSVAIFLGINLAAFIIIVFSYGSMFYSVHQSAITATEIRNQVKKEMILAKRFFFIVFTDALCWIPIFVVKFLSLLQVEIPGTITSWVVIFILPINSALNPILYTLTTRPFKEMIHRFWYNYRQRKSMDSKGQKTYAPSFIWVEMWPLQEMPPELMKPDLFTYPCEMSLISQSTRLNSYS
Starred values were filed as active, the others as inactive; ? = inconclusive; & = joins results of further samples. On the % scale 0 is the no-effect control and ±100 the full control effect. An excerpt, so the mix of outcomes need not match the whole.

SMILES | RXFP1 antag
O=C(NCC1CCCO1)c1nn2c(C(F)(F)F)cc(-c3ccco3)nc2c1Cl (stereo not drawn) | -14.0
C[C@H](CO)N1C[C@H](C)[C@H](CN(C)C(=O)Nc2ccc(F)cc2)OCc2cnnn2CCCC1=O | 1.0
CCN(C(=O)CSc1nccc(=O)[nH]1)c1cccc2ccccc12 | 19.0
COc1cc(C=Cc2nnc3c4ccccc4cnn23)cc(OC)c1OC | 6.7
COc1cccc(CN2C(=NC(=O)C3CCCO3)SC3CS(=O)(=O)CC32)c1 (stereo not drawn) | 3.0
O=C(CCc1c[nH]c2ccccc12)OCC(=O)c1ccccc1 | -5.4
COc1ccccc1CCC(=O)OCC(=O)NCc1ccc(OC)c(OC)c1 | -0.4
CC(=O)Nc1ccc(NC(=O)COC(=O)[C@@H]2CCCN2C(=O)c2cccs2)cc1 | -4.7
COc1ccccc1CN1CCNC(=O)C1CC(=O)N(C)C1CCOCC1 (stereo not drawn) | -2.4
COc1cccc(S(=O)(=O)N(C)C[C@@H]2OCc3cn(nn3)CCCC(=O)N([C@H](C)CO)C[C@H]2C)c1 | 13.0
COc1ccccc1NC(=O)C1CC(C)OC1=O (stereo not drawn) | -17.3
O=C(COC(=O)C12CC3CC(CC(Cl)(C3)C1)C2)Nc1ccccc1 | -7.0
Cc1nccn1CCC(=O)NC1CCCc2c1cnn2-c1ccc(C(C)(C)C)cc1 (stereo not drawn) | -2.1
COc1ccc(Cn2c(-c3ccccc3C)nc3c(c(=O)c4ccccc4n3C)c2=O)cc1 | 4.4
CCN(CC(=O)Nc1ccc2c(c1)OCCO2)CC(=O)Nc1ccc(C)c([N+](=O)[O-])c1 | -4.7
Cn1c(=O)c2[nH]c(=S)n(Cc3ccccc3)c2n(C)c1=O | -1.7
CCOC(=O)Nc1cc2c(cc1[N+](=O)[O-])-c1ccccc1C2=O | -4.0
Cc1ccc(NC(=O)c2ccc(Br)o2)c([N+](=O)[O-])c1 | 5.6
Cc1ccccc1CSCC1Nc2ccc(C(=O)NCCc3ccccc3)cc2NC1=O (stereo not drawn) | -6.0
CCCCNc1nc(Cl)nc(Nc2ccc(C)cc2)n1 | -8.6
C=CCSc1nc2ccccc2n1S(=O)(=O)c1ccc(Cl)cc1 | -1.5
O=[N+]([O-])c1ccc(C=NNc2ccc(S(=O)(=O)O)cc2)cc1 | 4.8
NC(=O)C1(Nc2ccccc2Cl)CCCC1 | -9.4
COc1ccccc1-c1ccc2c(c1)O[C@@H](CN(C)C(=O)c1ccncc1)[C@H](C)CN([C@@H](C)CO)S2(=O)=O | -2.9

Quoted at random: 3 records from the list, in no set order.
SMILES | RXFP1 antag
Cc1nccn1CCC(=O)NC1CCCc2c1cnn2-c1ccc(C(C)(C)C)cc1 (stereo not drawn) | -2.1
CCCCNc1nc(Cl)nc(Nc2ccc(C)cc2)n1 | -8.6
NC(=O)C1(Nc2ccccc2Cl)CCCC1 | -9.4

(more compounds)
SMILES | RXFP1 antag
COc1ccc(-c2nn(-c3ccccc3)cc2C(=O)N2CCN(C(=O)c3ccco3)CC2)cc1 | -6.9
C/C=C/c1ccc2c(c1)O[C@H](CN(C)CC1CCOCC1)[C@@H](C)CN([C@H](C)CO)S2(=O)=O | -2.7
C#CCN(C[C@H]1[C@H](OC(=O)NCC2CCCCC2)[C@H](OC(=O)NCC2CCCCC2)C[C@H]2C(=O)N(c3ccccc3)C(=O)[C@@H]12)S(=O)(=O)c1ccc(C)cc1 | 4.6
CC(C)=CCC/C(C)=C/COc1c2occc2cc2ccc(=O)oc12 | 8.1
CCn1c(SCC(=O)NC2CC2)nc2ccccc21 | 7.6
Cc1nc(N)nc(N)c1Oc1ccc(Cl)cc1 | -3.5
Cc1ccccc1Nc1ncnc2[nH]ncc12 | -4.7
CC1=C(C(=O)N(C)C)CC(CC(=O)NCCCN(C)C)C(=O)N1CCC1=CCCCC1 (stereo not drawn) | -0.1
c1ccc2c(c1)nc(N1CCCCCC1)c1nncn12 | -12.6
COc1ccc(-n2c(SCC(=O)NCC3CCCO3)nc3ccccc3c2=O)cc1Cl (stereo not drawn) | 8.5
COc1ccc(C(=O)Nc2cc(S(=O)(=O)N3CCCCC3)ccc2C)cc1 | -14.2
CCOC(=O)c1c(NC(=O)COC(=O)CCNS(=O)(=O)c2ccccc2)sc(C(=O)NC)c1C | -14.1
CCC(=O)N(C)C[C@H]1Oc2cc(-c3cccnc3)ccc2S(=O)(=O)N([C@H](C)CO)C[C@H]1C | -3.0
Cc1ccc(S(=O)(=O)n2oc(=O)c(C3CCCCC3)c2N)cc1 | -6.6
O=C(Nc1ccccc1C(=O)NC1CC1)c1ccccc1F | 13.1
Cc1cccc(C(=O)OCC(=O)NCc2ccc3c(c2)OCO3)c1C | 12.4
CC(=O)Nc1ccc(NC(=O)c2ccc(N(Cc3ccccc3C)S(C)(=O)=O)cc2)cc1 | -2.9
COc1cccc(-c2ccc(NC(=O)C3CCCN(Cc4ccco4)C3)cc2)c1 (stereo not drawn) | -14.7
CC1CN(Cc2nc3c(c(=O)n(C)c(=O)n3C)n2CCc2ccccc2)CC(C)O1 (stereo not drawn) | -2.1
COC(=O)C(CSCc1ccccc1)NC(=O)CCNC(=O)OCc1ccccc1 (stereo not drawn) | -5.8
O=C1CNC(=O)c2cc(Cl)ccc2N1 | -1.6
O=C1CCC2CN3CCc4c([nH]c5ccccc45)C3CC2C1 (stereo not drawn) | -13.2
CC(=O)Nc1ccc(C=NNC(=O)c2ccc(NS(=O)(=O)c3cccs3)cc2)cc1 | -12.5
CC(C)=CC1C(C(=O)NCCc2ccccc2)C1(C)C (stereo not drawn) | -6.1
CN1CCn2cnc(C(=O)NCc3ccccc3)c2C1=O | 8.4
COc1cccc(COc2ccc3c(C)c(Cc4ccccc4)c(=O)oc3c2)c1 | -4.7
CN1OC[C@@H]2C(=O)N3CCc4c([nH]c5ccccc45)[C@@H]3C[C@@H]21 | -9.4
CN1CCN(C(=O)CNC(=O)C23CC4CC(CC(C4)C2)C3)CC1 | -0.5
CCN(CC)c1ccc(S(=O)(=O)N2CCCCC2)cc1NC(=O)CSCc1c(C)noc1C | 3.6
O=C(Nc1ccc(Cl)cc1)C1CCCCN1S(=O)(=O)c1ccccc1 (stereo not drawn) | 0.7
COc1ccccc1CNC(=O)CN1C(=O)NC2(CCOc3ccccc32)C1=O (stereo not drawn) | -7.3
CC1CC(OC(=O)c2ccccc2O)CC(C)(C)C1 (stereo not drawn) | -10.4
CC(NC(=O)COC(=O)c1ccccc1F)C1CC2CCC1C2 (stereo not drawn) | 1.9
O=C1C(=O)C(c2ccccc2)C(=O)C1c1ccccc1 (stereo not drawn) | -10.4
CC(=O)c1ccc(N=Nc2c(C)[nH][nH]c2=O)cc1 | -6.8
COC(=O)C1C2CCCCC1C(=O)O2 (stereo not drawn) | -9.3
Cc1nnc2c3ccccc3ccn12 | 3.8
CC(NC(=O)C1CCN(C(=O)c2ccc(F)cc2)CC1)c1ccc(S(N)(=O)=O)cc1 (stereo not drawn) | -11.0
C=CCn1cnnc1SCC(=O)N(C1CCCCC1)C1CCS(=O)(=O)C1 (stereo not drawn) | -2.1
CCOC(=O)C1=NNC(C(=O)O)C1c1ccccc1 (stereo not drawn) | -0.6
Cc1cc(=O)c2c(=O)[nH][nH]c2[nH]1 | -5.8
Cc1sc2ncnc(N3CCC(C(=O)NNC(=O)COc4ccc(Cl)cc4)CC3)c2c1C | -14.0
CC(O)(c1ccccc1)c1ccc2ccccc2n1 (stereo not drawn) | -8.2
O=C(COC(=O)/C=C/c1ccccc1Cl)NCC1CCCO1 (stereo not drawn) | -0.6
c1coc(-c2cnc3ccccc3n2)c1 | 8.8
O=C(NC(=S)Nc1ccc(Cl)cc1)c1cncc(Br)c1 | 16.8
O=C(Cn1cc([N+](=O)[O-])ccc1=O)N1CCc2ccccc2C1 | -9.2
O=C(CSc1ncccn1)NCC1CCCO1 (stereo not drawn) | 0.1

Taken from above:
Reading for Cc1sc2ncnc(N3CCC(C(=O)NNC(=O)COc4ccc(Cl)cc4)CC3)c2c1C under RXFP1 antag: -14.0
Reading for c1coc(-c2cnc3ccccc3n2)c1 under RXFP1 antag: 8.8
Reading for Cc1cc(=O)c2c(=O)[nH][nH]c2[nH]1 under RXFP1 antag: -5.8
Reading for O=C(Cn1cc([N+](=O)[O-])ccc1=O)N1CCc2ccccc2C1 under RXFP1 antag: -9.2

The listing continues:
SMILES | RXFP1 antag
O=C1NC(Cc2ccc(O)cc2)c2nc3ccc(F)cc3c(=O)n2-c2ncccc21 (stereo not drawn) | -0.5
O=[N+]([O-])c1ccc(S(=O)(=O)Nc2ccc(-c3ccccc3)cc2)cc1 | -25.4
CC(=O)Nc1ccc(C(C#N)=Cc2ccc(N(C)CCC#N)cc2)cc1 | 3.0
Clc1ccc2nc(C(Cl)(Cl)Cl)[nH]c2c1 | 2.9
CC12CCC3c4ccc(O)cc4CCC3C1CC(=NO)C2O (stereo not drawn) | 4.6
COc1ccc(OC)c(NC(=O)COC(=O)CCCN=C2NS(=O)(=O)c3ccccc32)c1 | 7.0
Cn1c(=O)[nH]c(=O)c2c1nc(N1CCNCC1)n2CCOc1ccccc1 | 2.6
CCN(c1ccccc1)S(=O)(=O)c1ccc(C(=O)N(C)Cc2cccs2)cc1 | -2.1
C[C@@H]1CN([C@@H](C)CO)S(=O)(=O)c2ccc(Br)cc2O[C@@H]1CN(C)C(=O)c1ccccn1 | 3.1
C[C@H]1CN([C@@H](C)CO)S(=O)(=O)c2ccc(Br)cc2O[C@H]1CN(C)C(=O)Nc1ccccc1F | 5.3
O=C(Nc1ccccc1)OCCCCOC(=O)Nc1ccccc1 | 2.9
O=C(NCC1CCCO1)c1cccc(S(=O)(=O)Nc2ccccc2Cl)c1 (stereo not drawn) | 1.8
CC(C)[C@H](NC(=O)c1cccc(CN(Cc2ccccc2)C(=O)/C=C/c2ccccc2)c1)C(=O)O | -9.3
Cc1cccc(S(=O)(=O)Nc2cc(Cl)ccc2N2CCOCC2)c1 | -9.2
c1ccc(CSc2nccc(-c3ccco3)n2)cc1 | -10.6
CC(C)(C)c1ccc(C(=O)NCCN2CCOCC2)cc1 | 3.5
O=C1CC(SC(=S)C2CCCC2=O)C(=O)N1 (stereo not drawn) | 19.8
COc1ccc(C(=O)OCC(=O)Nc2c(C)n(C)n(-c3ccccc3)c2=O)cc1 | -2.0
C=CCOc1ccc2c3c(c(=O)oc2c1)CCCC3 | -6.0
C#CCN(C[C@H]1[C@H](OC(=O)NCc2ccccc2)[C@H](OC(=O)NCc2ccccc2)C[C@H]2C(=O)N(c3ccccc3)C(=O)[C@@H]12)S(=O)(=O)c1ccc(C)cc1 | 1.7
CC12CCC(C(=O)CC1=O)C2(C)C (stereo not drawn) | -6.8
C[C@@H]1CN([C@H](C)CO)C(=O)CCCn2nncc2CO[C@H]1CN(C)Cc1ccccc1 | 4.6
C=CCOc1ccc(C(c2c(O)nc(SC)[nH]c2=O)c2c(O)nc(SC)[nH]c2=O)cc1 | ?
CCn1c(SCC(=O)N2c3ccccc3CCc3ccccc32)nc2c1c(=O)n(C)c(=O)n2C | -11.0

Rewritten comma-delimited: five of the compounds above
Compound,RXFP1 antag
COc1ccc(C(=O)OCC(=O)Nc2c(C)n(C)n(-c3ccccc3)c2=O)cc1,-2.0
C=CCOc1ccc2c3c(c(=O)oc2c1)CCCC3,-6.0
C#CCN(C[C@H]1[C@H](OC(=O)NCc2ccccc2)[C@H](OC(=O)NCc2ccccc2)C[C@H]2C(=O)N(c3ccccc3)C(=O)[C@@H]12)S(=O)(=O)c1ccc(C)cc1,1.7
CC12CCC(C(=O)CC1=O)C2(C)C (stereo not drawn),-6.8
C[C@@H]1CN([C@H](C)CO)C(=O)CCCn2nncc2CO[C@H]1CN(C)Cc1ccccc1,4.6

Continuation:
SMILES | RXFP1 antag
O=C1NC(=O)C2(Br)Nc3ccc(Br)cc3C(=O)C2N1 (stereo not drawn) | -8.3
CC1(NC(=O)Nc2cccc(Br)c2)CCS(=O)(=O)C1 (stereo not drawn) | 1.3
O=c1[nH]c(=S)n(-c2ccc(Br)cc2)c2ncccc12 | -16.9
C[C@@H]1CCCCO[C@@H](CN(C)S(=O)(=O)c2ccc(Cl)cc2)[C@@H](C)CN([C@H](C)CO)C(=O)c2cc(N(C)C)ccc2O1 | 4.2
CC(Oc1ccc(F)cc1)C(=O)Nc1cc(S(=O)(=O)N2CCCCC2)ccc1N1CCN(C)CC1 (stereo not drawn) | -11.8
O=C(COC(=O)c1cc[n+]([O-])cc1)Nc1ccc(Cl)cc1Cl | -11.5
Cc1nc(N)nc(N)c1-c1ccc(Cl)c(Cl)c1 | -8.6&3.8
O=C1NC(Cc2ccccc2)c2nc3cc(F)ccc3c(=O)n2-c2ncccc21 (stereo not drawn) | -7.4
COc1ccc(S(=O)(=O)Nc2ccccc2)cc1 | 14.9
O=C(OCCSCCOC(=O)C1CC=CCC1)C1CC=CCC1 (stereo not drawn) | -10.0
COC1CC(=O)C2OC(c3ccccc3)OCC2O1 (stereo not drawn) | 2.5
COc1cc(C2c3cc4c(cc3OC(NNC(N)=S)C2C)OCO4)cc(OC)c1OC (stereo not drawn) | 1.7
CCN1C(=O)CC2CCCC1C2 (stereo not drawn) | -5.9
C=CCn1c(SCC(=O)N(C)CC(=O)Nc2ccc(C)cc2)nnc1-c1ccncc1 | 4.5
COc1ccccc1C(=O)NC(=O)CSc1ccc(C)c(C)c1 | -24.2
CC(=O)c1cc(F)ccc1OCC(=O)Nc1ccc2c(c1)OCO2 | -14.6
O=C1CCN(Cc2ccccc2)C(=S)N1 | 4.3
CC12CC(=O)C3C(CCC4=CC(=O)CCC43C)C1CC=C2CC(=O)O (stereo not drawn) | 1.6
O=S(=O)(c1ccccc1)N1CN(c2ccc(F)cc2F)c2nc3ccccc3nc21 | -7.7
CN(C)c1ccc(C(=O)C=Cc2ccc([N+](=O)[O-])cc2)cc1 | -3.7
O=C(O)C(=Cc1ccc([N+](=O)[O-])cc1)c1cccc(Cl)c1 | 0.0
Cc1ccc(S(=O)(=O)N2CCN(C(=O)c3ccc(N4CCC(C)CC4)c([N+](=O)[O-])c3)CC2)cc1 | -5.6
CC1=C(C(=O)N(C)C)CC(CC(=O)NCC2CCCCC2)C(=O)N1Cc1ccc(C(C)(C)C)cc1 (stereo not drawn) | 5.1
NS(=O)(=O)c1cnccc1Nc1cccc(F)c1 | -11.1

Screens deposited in PubChem BioAssay by National Center for Advancing Translational Sciences (NCATS).
